From PubChem
TRPC4 act: activators of mouse TRPC4 channel, primary screen, Fluo4 calcium, HEK293 TRPC4beta/mu-opioid cells; Fluo4 calcium fluorescence; hits give high values; B-score at 10 µM; 310,000 tested, 0.49% active;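 active means B-score above 5 SD of library B-scores, and initial fluorescence ratio not above library mean plus 5 SD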;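 further: positive B-score marks a calcium rise read as TRPC4 activation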
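Material: HEK293 stable line with TRPC4beta plus mu-opioid receptor; technique: Fluo4 calcium-sensitive dye fluorescence, kinetic, 1 Hz baseline; timing: Fluo4 dye loading 45 min at room temperature, 110 s recording; controls: assay buffer as low control, maximal DAMGO as high control; read-out: integrated baseline-normalised fluorescence ratio, converted to per-well B score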
TRPC6 activator: mouse TRPC6 channel activators, primary screen, cell-based, HEK293, membrane potential dye; AID 2550, 2010; 310,000 tested, 0.13% active; B-score at 10 µM; Short transient receptor potential channel 6 (Mus musculus), Q61143; HEK293-TRPC6 membrane potential dye fluorescence; hits give high values;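 active means B-score of the integrated fluorescence ratio above library mean plus 3 SD, and starting fluorescence ratio within library mean plus 5 SD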;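 further: higher score means more depolarization so channel activation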
HIF activator: HIF pathway transcriptional activators, primary screen, cell-based, U2OS HRE-luciferase, luminescence; U2OS HRE-luciferase reporter; normalized: DMSO 0%, desferrioxamine 100%; activation, % at 7.5 µM (by protocol); 300,000 tested, 0.32% active;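 active means mean activation of at least 10% of the iron chelator positive control signal, with at least half of replicates also reaching 10%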
KLF5 inh: KLF5 expression inhibitors, primary screen, DLD-1 cells, luminescence; DLD-1 KLF5 promoter-luciferase reporter; inhibition, % at 5 µM; 290,000 tested, 0.23% active;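 active means inhibition above a per-plate limit of that plate's mean compound inhibition plus 3 SD, cut at about 60% in these data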;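 further: 0% = DMSO wells and 100% = LY294002 at 200 µM; higher means less KLF5 promoter-driven luciferase light; inactives centre near -14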
TRPC6 inhibitor: mouse TRPC6 channel inhibitors, primary screen, cell-based, HEK293, membrane potential dye; Short transient receptor potential channel 6 (Mus musculus), Q61143; ACh-evoked depolarization; hits give low values; B-score at 10 µM; 310,000 tested, 1.1% active;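 active means B-score under library mean minus 3 SD, initial fluorescence not abnormally high, positive integrated signal ratio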;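 further: B-score derived from integrated fluorescence ratio over the kinetic read; more negative B-score means stronger inhibition of depolarization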
TRPC4 inh: inhibitors of mouse TRPC4 channel, primary screen, Fluo4 calcium, HEK293 TRPC4beta/mu-opioid cells; Short transient receptor potential channel 4 (Mus musculus), Q9QUQ5; DAMGO-evoked Fluo4 calcium flux; hits give low values; B-score at 10 µM; 300,000 tested, 0.39% active;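 active means B-score over 3 SD under the library average, no early fluorescence shift, positive overall ratio signal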
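Assay system: HEK293 cells with stable TRPC4beta plus mu-opioid receptor expression; Probe or stimulus: DAMGO in two steps, submaximal then maximal; Dosing: single-point compound dosing; Measured by: Fluo4 calcium-dye fluorescence, kinetic read; Read-out basis: B score from integrated Fluo4 fluorescence ratio.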
TRPC4 potent: positive allosteric modulators of TRPC4, primary screen, cell-based, mouse TRPC4beta, HEK293 mu-opioid, Fluo-4 calcium; AID 2227, 2009; Short transient receptor potential channel 4 (Mus musculus), Q9QUQ5; 310,000 tested, 0.42% active; DAMGO EC20, Fluo-4 Ca2+ flux; hits give high values; B-score at 10 µM;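 active means B-score of calcium response area above 5 SD of library B-scores, with initial fluorescence ratio within 5 SD of library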;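 further: B-score of integrated fluorescence ratio over time as area under calcium response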
MrgX1 antag: antagonists of human MrgX1 receptor, primary screen, HEK293 cells, Fluo-4 calcium flux; Mas-related G-protein coupled receptor member X1 (Homo sapiens), Q96LB2; BAM8-22 antagonism; hits give low values; B-score at 10 µM; 310,000 tested, 1.3% active; AID 588676, 2011;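 active means calcium-response B-score plate-corrected more than 3 library SD below zero, starting fluorescence within 5 deviations, no agonist response on first addition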;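 further: peak minus trough fluorescence over baseline after final BAM8-22 challenge near maximal dose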
Target sequence (Q96LB2 whole entry, looked up): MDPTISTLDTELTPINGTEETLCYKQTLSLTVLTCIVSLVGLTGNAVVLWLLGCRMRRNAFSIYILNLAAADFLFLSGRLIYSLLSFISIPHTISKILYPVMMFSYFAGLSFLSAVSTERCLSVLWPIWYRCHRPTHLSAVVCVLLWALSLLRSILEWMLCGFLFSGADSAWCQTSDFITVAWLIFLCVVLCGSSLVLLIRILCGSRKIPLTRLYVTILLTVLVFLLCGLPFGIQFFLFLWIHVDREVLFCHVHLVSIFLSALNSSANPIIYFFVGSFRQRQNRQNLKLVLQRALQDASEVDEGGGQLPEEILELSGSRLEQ
IEC-6 cytotox: cytotoxicity in IEC-6 intestinal epithelial cells, primary screen, cytotoxicity control for KLF5 inhibitor project, cell-based, luminescence; inhibition, % at 5 µM; 290,000 tested, 0.78% active; IEC-6 cytotoxicity, luminescence viability; AID 1825, 2009; in the data active means inhibition above about 22%;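 further: 0% = plate median of test compound wells and 100% = cytotoxic reference compound wells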
SKKanGAS inh: S. pyogenes SKKanGAS growth inhibitors in kanamycin, primary screen, streptokinase expression inhibitor project, SKKanGAS strain, BacTiter-Glo luminescence; 300,000 tested, 1.3% active; 6 h; inhibition, % at 7.5 µM;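 active means mean replicate score, as percent of positive control median, at least 50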;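 further: strain carries kanamycin resistance gene driven by streptokinase promoter and grows in 40 µg/ml kanamycin; loss of luminescence reflects streptokinase promoter inhibition or plain growth inhibition; 0% = median of DMSO wells and 100% = positive control at its reference dose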
aSyn 5UTR inh: MLPCN primary screen, SNCA 5' untranslated region; 300,000 tested, 0.82% active; inhibition, % (tested at 7.5 µM); alpha-synuclein 5'UTR reporter, inhibitor activity; in the data active means inhibition above about 60%;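 further: H4 neuroglioblastoma cells stably carrying SNCA 5'UTR luciferase fusion; 0% = DMSO wells and 100% = positive control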
Starred values were filed as active, the others as inactive; i = inactive; . = not tested or not shown.

SMILES | TRPC4 act | TRPC6 activator | HIF activator | KLF5 inh | TRPC6 inhibitor | TRPC4 inh | TRPC4 potent | MrgX1 antag | IEC-6 cytotox | SKKanGAS inh | aSyn 5UTR inh
CSc1ccccc1NC(=S)Nc1ccc(S(N)(=O)=O)cc1 | i | i | 2.0 | -16.2 | i | i | i | i | -1.4 | -1.8 | 8.7
N#Cc1c(N2CCSCC2)nsc1-c1ccccc1Cl | i | i | -12.3 | -36.6 | i | i | i | i | -5.6 | 36.1 | -62.6
O=c1[nH]c(SCCOc2ccccc2F)nc2ccccc12 | i | i | 1.5 | -43.2 | i | i | i | i | -0.6 | 7.1 | -1.1
Cc1noc(NS(=O)(=O)c2ccc(NC(=O)C(CC(C)C)N3C(=O)c4ccccc4C3=O)cc2)c1C (stereo not drawn) | i | i | -0.5 | -0.5 | i | i | i | i | 0.1 | 3.0 | -1.8
Cc1ccc(S(=O)(=O)NCCOc2nc(N(C)C)nc(N3CCOCC3)n2)cc1 | i | i | 0.1 | -33.9 | i | i | i | i | -2.2 | 2.1 | 19.6
CCn1cnc2cc([N+](=O)[O-])ccc21 | i | i | 0.6 | -24.2 | i | i | i | i | -4.9 | -1.3 | -11.3
COCCSc1ccccc1C(=O)NCCCn1ccnc1 | i | i | -0.1 | 0.4 | i | i | i | i | -0.8 | 10.0 | 5.1
Cc1ccc(C)c(-n2c(CNC(=O)c3ccco3)nnc2SCC(=O)Nc2nnc(C)s2)c1 | i | i | 0.0 | -9.7 | i | i | i | i | -2.5 | 1.0 | -12.7
COC(CNC(=O)CCc1c(C)nc2c(c(C)nn2-c2ccc(C)cc2)c1C)OC | i | i | -0.8 | 14.8 | i | i | i | i | -5.9 | 3.6 | 11.5
Cc1c(Cl)cccc1NC(=S)N1CCCN(Cc2ccc(F)cc2)C1 | 44* | i | . | 2.8 | i | i | i | i | 2.7 | 3.2 | -4.7
O=C(NNC(=S)Nc1ccc(F)cc1)c1cccc([N+](=O)[O-])c1 | i | i | 0.6 | -17.7 | i | i | i | i | -6.6 | -0.8 | -6.8
COc1cccc(CN(C(=O)CN2C(=O)c3ccccc3S2(=O)=O)C(C(=O)NCC2CCCO2)c2ccco2)c1 (stereo not drawn) | i | i | -13.0 | 10.6 | i | i | i | i | 4.3 | -6.9 | 8.7
CC1CCN(S(=O)(=O)c2cccc(C(=O)NNC(=O)c3ccco3)c2)CC1 | i | i | 0.6 | -3.2 | i | i | i | i | 4.5 | 0.7 | 1.4
CCOc1ccc(S(=O)(=O)N(C)c2ccc(OCC(=O)N3CCOCC3)cc2)cc1 | i | i | -0.5 | -3.6 | i | i | i | i | 0.2 | 7.8 | 13.6
COc1ccc(NS(=O)(=O)c2cnc[nH]2)cc1 | i | i | 0.0 | -16.9 | i | i | i | i | 0.3 | 11.5 | 9.8
CC1(C)Cc2c(c(-c3ccco3)[nH]c(=O)c2C#N)CS1 | i | i | -0.2 | -12.9 | i | i | i | i | -15.0 | 0.0 | -4.1
O=C(O)c1sccc1SCc1ccc(Cl)cc1Cl | i | i | -0.3 | 5.2 | i | i | i | i | -7.3 | 12.1 | 17.6
O=C1OCC2=C1C(c1ccc3c(c1)OCO3)Sc1ccccc1N2 (stereo not drawn) | i | i | 0.0 | -14.9 | i | i | i | i | -1.7 | 2.6 | -6.6
CCC(C)NC(=O)C1CCC(CNS(=O)(=O)c2cccc3nsnc23)CC1 (stereo not drawn) | i | i | -0.4 | -23.7 | i | i | i | i | -16.6 | -8.0 | -13.9
CC1=NNC(=O)C1Cc1ccccc1C (stereo not drawn) | i | i | 1.5 | -17.7 | i | i | i | i | 0.8 | -1.8 | -9.2
O=C(NCC1CCCO1)c1ccc2c(c1)N(Cc1ccccc1)C(=O)CS2=O (stereo not drawn) | i | i | -0.4 | -16.1 | i | i | i | i | -8.0 | -1.8 | 7.3
COc1cc(C2C(C(=O)c3ccco3)=C(O)C(=O)N2CC2CCCO2)ccc1O (stereo not drawn) | i | i | 0.0 | -19.4 | i | i | i | i | -4.4 | -1.9 | 2.7
CCOC(=O)c1cnc(-n2nc(C)cc2C)nc1NCCc1ccccc1 | i | i | 1.0 | 5.3 | i | i | i | i | 3.6 | 24.8 | 7.0
O=C(Nc1ccccc1Sc1ccccc1)c1ccccc1F | i | i | 0.3 | -28.0 | i | i | i | i | -0.2 | 61.4* | -10.3
Cc1ccc(S(=O)(=O)NCC(=O)NCc2cc(=O)n(C)c(=O)n2C)cc1C | i | i | 0.0 | 1.4 | i | i | i | i | -7.0 | -4.0 | -13.2

Looked up by structure from the entries so far (6):
SMILES | TRPC4 act | TRPC6 activator | HIF activator | KLF5 inh | TRPC6 inhibitor | TRPC4 inh | TRPC4 potent | MrgX1 antag | IEC-6 cytotox | SKKanGAS inh | aSyn 5UTR inh
O=c1[nH]c(SCCOc2ccccc2F)nc2ccccc12 | i | i | 1.5 | -43.2 | i | i | i | i | -0.6 | 7.1 | -1.1
Cc1ccc(C)c(-n2c(CNC(=O)c3ccco3)nnc2SCC(=O)Nc2nnc(C)s2)c1 | i | i | 0.0 | -9.7 | i | i | i | i | -2.5 | 1.0 | -12.7
O=C1OCC2=C1C(c1ccc3c(c1)OCO3)Sc1ccccc1N2 (stereo not drawn) | i | i | 0.0 | -14.9 | i | i | i | i | -1.7 | 2.6 | -6.6
CCOC(=O)c1cnc(-n2nc(C)cc2C)nc1NCCc1ccccc1 | i | i | 1.0 | 5.3 | i | i | i | i | 3.6 | 24.8 | 7.0
CCC(C)NC(=O)C1CCC(CNS(=O)(=O)c2cccc3nsnc23)CC1 (stereo not drawn) | i | i | -0.4 | -23.7 | i | i | i | i | -16.6 | -8.0 | -13.9
CCOc1ccc(S(=O)(=O)N(C)c2ccc(OCC(=O)N3CCOCC3)cc2)cc1 | i | i | -0.5 | -3.6 | i | i | i | i | 0.2 | 7.8 | 13.6

Next section:
SMILES | TRPC4 act | TRPC6 activator | HIF activator | KLF5 inh | TRPC6 inhibitor | TRPC4 inh | TRPC4 potent | MrgX1 antag | IEC-6 cytotox | SKKanGAS inh | aSyn 5UTR inh
O=C(NCCCCCCNC(=O)c1cccs1)c1cccs1 | i | i | 0.5 | -29.0 | i | i | i | i | -1.5 | 3.0 | -27.3
O=C(CCN1C(=O)c2ccccc2S1(=O)=O)N1CCN(c2ccc(F)cc2)CC1 | i | i | 0.1 | . | i | i | i | i | . | -3.1 | 2.6
Cn1cc(Br)c(C(=O)NC2CCCCC2)n1 | i | i | 0.2 | -23.2 | i | i | i | i | -5.7 | -0.7 | 24.6
O=C(CN1C(=O)CCC1=O)Nc1nc(-c2nc3ccccc3s2)cs1 | i | i | 3.3 | -62.0 | i | i | i | i | -1.2 | -4.7 | -113.7
CCOc1ccc(S(=O)(=O)N2CCN(c3ccc(C)cc3C)CC2)cc1 | i | i | -0.1 | -4.2 | i | i | i | i | -3.2 | 7.7 | 4.7
COC(=O)c1sccc1NC(=O)CCC1CCCC1 | i | i | -0.8 | -17.5 | i | i | i | i | 0.2 | 15.4 | 3.1
Cn1c2c(c3cc([N+](=O)[O-])ccc31)CCCC2 | i | i | 0.5 | -46.0 | i | i | i | i | 6.9 | 9.4 | -3.1
C=CCN(c1ccccc1)S(=O)(=O)c1cccc(C(=O)O)c1 | i | i | 0.7 | -19.3 | i | i | i | i | -0.4 | 1.7 | 5.8
CC(C)(C)c1cc(C(=O)O)n[nH]1 | i | i | -0.1 | -11.4 | i | i | i | i | 2.8 | 5.0 | 29.2
O=C(NCCc1ccccc1)C(NS(=O)(=O)c1cccc2nsnc12)c1ccccc1 (stereo not drawn) | i | i | 0.6 | -11.6 | i | i | i | -4.71* | 3.1 | 0.9 | -7.4
O=C1NC(=Nc2ccc(Cl)cc2)SC1Cc1cccc(Cl)c1Cl (stereo not drawn) | i | i | 0.0 | -3.4 | i | i | i | i | -3.9 | 61.1* | 4.0
COc1ccccc1CC(=O)N1CCN(c2ccc(F)cc2)CC1 | i | i | -0.2 | . | i | i | i | i | . | -1.3 | -12.5
Cc1c(C(=O)N2CCN(C)CC2)oc2ccc(Br)cc12 | i | i | -26.4 | -57.8 | i | i | i | i | 2.8 | -0.1 | -103.6
CSc1nnc(-c2cnccn2)n1CCCN1CCCC1=O | i | i | -0.2 | -18.9 | i | i | i | i | 6.0 | 0.0 | -1.5
O=C(Nc1ccccc1F)c1cc2nc(C(F)F)cc(C(F)F)n2n1 | i | i | 2.0 | -32.5 | i | i | i | i | 2.2 | 10.5 | -71.5
Cc1nc(-c2ccccc2)nn1-c1ccc([N+](=O)[O-])cc1 | i | i | 1.1 | . | i | i | i | i | . | -2.3 | -87.2
COc1cccc(OCCOCC(O)CN2CCN(Cc3ccc(Cl)cc3)CC2)c1 (stereo not drawn) | i | i | 0.0 | -2.8 | i | i | i | i | -0.6 | -0.4 | 4.2
O=C(NCc1ccc(Cl)c(Cl)c1)c1cccnc1 | i | i | 0.1 | 3.2 | i | i | i | i | 3.2 | 0.3 | -3.7
O=C(NCc1ccco1)Nc1cccc([N+](=O)[O-])c1 | i | i | 0.2 | -34.3 | i | i | i | . | -2.2 | -6.0 | -21.2
O=C(NC1CC2CCC(C1)N2C(=O)NC1CCCCC1)NC12CC3CC(CC(C3)C1)C2 (stereo not drawn) | i | i | -1.1 | -24.6 | i | i | i | i | 3.9 | 10.7 | 30.3
CCCN1C(=O)c2ccccc2NC1c1ccc(OC)cc1O (stereo not drawn) | i | i | 0.5 | 21.4 | i | i | i | i | 3.6 | 0.4 | -48.8
O=C(Nc1nc(-c2ccc(F)cc2)cs1)C1CCCO1 (stereo not drawn) | i | i | 5.3 | -29.6 | i | i | i | i | 12.1 | -7.8 | -97.5
C=CCn1c(C)nc2ccccc2c1=O | i | i | -0.3 | -0.4 | i | i | i | i | -3.6 | -9.3 | 12.7
COc1ccccc1N1CCN(C(=O)CC2NC3CCCCC3NC2=O)CC1 (stereo not drawn) | i | i | . | -14.2 | i | i | i | i | -0.4 | -7.1 | .
